Vif inh = HIV Vif self-association inhibitors, primary screen, imaging, HEK293T, single point; 340,000 compounds, 0.35% hits; AID 602346, 2012; inhibition, % at 7.49 µM; HEK293T cells, Vif self-association by quenched fluorescence, 24 h; in the data active means inhibition above about 50%, passing the limit was not always enough; inconclusive means no clear call, values can overlap the other calls; inactive means below about 31%; further: some results filed as inactive read as strong as hits
Exocytosis inh = LAMP-1 surface exposure blockers, TALL-104 cells – cell-based, flow cytometry, MLPCN library, primary screen; TALL-104 LAMP-1 surface exposure; cells stimulated with thapsigargin and PMA; inhibition, % at 10 µM; 360,000 compounds, 0.66% hits; AID 651702, 2012;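 active means inhibition above about 55%, limit read from the data; inconclusive means no clear call, values can overlap the other calls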
HIF-2a block = HIF-2a reporter inhibitors, primary screen, luminescence, 786-0 RCC cells; inhibition, % at 18.8 µM; 786-0 RCC cells HIF-2a reporter, luciferase luminescence, overnight; AID 624352, 2012; 360,000 compounds, 0.72% hits;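 active means inhibition of the luminescence signal of 40% or more relative to plate controls, in a single-dose primary screen at 18.75 µM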
NR2E3 ag-1 = inhibitors of NR2E3-RetCOR corepressor binding, primary screen, NR2E3 agonist project, biochemical, TR-FRET, GST-NR2E3, biotin-RetCOR. Photoreceptor-specific nuclear receptor (Homo sapiens), Q9Y5X4. 1536-well. inhibition of corepressor binding, % at 4.78 µM. 320,000 compounds, 0.12% hits. AID 2300, 2010;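 active means percent inhibition above the cutoff of mean plus 3 SD of all tested compounds, set per screening campaign, cut at about 20% in these data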;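 further: 0% = DMSO wells and 100% = biotin wells as full block of FRET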
Target sequence (Q9Y5X4 whole entry, looked up): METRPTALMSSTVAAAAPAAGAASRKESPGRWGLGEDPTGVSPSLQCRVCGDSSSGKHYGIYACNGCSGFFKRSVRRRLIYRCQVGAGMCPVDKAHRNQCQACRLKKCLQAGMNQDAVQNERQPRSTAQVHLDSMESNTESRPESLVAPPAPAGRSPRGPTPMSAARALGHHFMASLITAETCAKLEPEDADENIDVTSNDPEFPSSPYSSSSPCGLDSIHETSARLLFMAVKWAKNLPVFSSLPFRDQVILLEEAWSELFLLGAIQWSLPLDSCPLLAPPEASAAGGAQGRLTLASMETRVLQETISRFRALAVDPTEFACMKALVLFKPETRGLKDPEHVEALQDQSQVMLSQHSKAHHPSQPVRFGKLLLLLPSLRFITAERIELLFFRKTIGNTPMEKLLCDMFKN
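Assay system: NR2E3–RetCOR corepressor complex. Quantity: 1.35 nM GST-NR2E3. Buffer or medium: pH 7.5 Tris-based buffer. Reagent: biotinylated RetCOR corepressor at 7 nM final. Schedule: 5 h at 4 °C. Detection: TR-FRET, emission read at 617 and 671 nm. Replicates: one well per compound, singlicate testing.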
PDI inh = inhibitors of human PDI, primary screen, biochemical, turbidity, single point, plate reader; PDI insulin aggregation turbidity, A650, 90 min; inhibition, % at 10 µM; 350,000 compounds, 0.052% hits; AID 588391, 2011;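 active means mean inhibition across replicates of 30% or more, whatever share of single replicates reach that level; inconclusive means mean inhibition below 30% while every single replicate reaches 30%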;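 further: absorbance from insulin aggregation driven by PDI reduction with DTT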
Target sequence (P07237 whole entry, looked up): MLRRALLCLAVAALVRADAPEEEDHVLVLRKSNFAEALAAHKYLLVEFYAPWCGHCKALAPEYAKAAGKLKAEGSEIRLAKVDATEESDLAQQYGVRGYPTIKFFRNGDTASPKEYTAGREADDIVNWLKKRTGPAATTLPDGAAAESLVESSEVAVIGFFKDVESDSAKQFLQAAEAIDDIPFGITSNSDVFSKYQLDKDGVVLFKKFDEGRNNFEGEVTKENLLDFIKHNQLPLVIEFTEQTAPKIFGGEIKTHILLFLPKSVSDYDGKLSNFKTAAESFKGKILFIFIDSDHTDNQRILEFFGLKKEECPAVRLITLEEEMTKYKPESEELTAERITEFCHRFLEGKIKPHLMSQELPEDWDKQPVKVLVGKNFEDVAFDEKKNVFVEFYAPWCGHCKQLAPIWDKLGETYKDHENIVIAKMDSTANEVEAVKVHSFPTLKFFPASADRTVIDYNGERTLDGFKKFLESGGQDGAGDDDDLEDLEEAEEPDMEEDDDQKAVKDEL
MITF TRPM1 inh = inhibitors of MITF-dependent TRPM1 promoter reporter, primary screen, cell-based, SK-MEL-5, single point, luciferase; inhibition, % at 12.5 µM; 330,000 compounds, 0.83% hits; SK-MEL-5 TRPM1 promoter luciferase, 24 h;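 active means mean inhibition across replicates of 60% or more, whatever share of single replicates reaches that level; inconclusive means some that reach 60%, reason not given; inactive means mean inhibition across replicates below 60%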; further: values of inactives mirror those of a sister screen read the other way
hiPSC survival = enhancers of single-cell hiPSC survival, primary screen, ATPlite luminescence; 100% = ROCK inhibitor wells, 0% = DMSO; survival enhancement, % at 20 µM; 360,000 compounds, 0.044% hits; AID 602274, 2012; in the data active means survival enhancement above about 18%;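 further: cells exposed to compounds for 16 hours before the ATP read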
Peg3 promoter = Peg3 promoter-driven luciferase inhibitors, primary screen, cell-based, HeLa, luciferase luminescence. HeLa PEG-Prom luciferase reporter, overnight. 360,000 compounds, 1.7% hits. AID 588405, 2011. inhibition, % at 20 µM;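 active means inhibition of at least 50% at 20 µM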
CaV13 FRET inh = Disruptors of the CACNA1D IQ motif to Ca2+-dependent inactivation inhibitor domain association, primary screening, Förster resonance energy transfer in intact living …; 340,000 compounds, 0.098% hits; HEK cells, CFP/YFP FRET ICDI-IQ, plate reader, 10 min; percent FRET-ratio fall versus neutral wells; inhibition, % at 12.3 µM; AID 743397;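 active means mean replicate inhibition of at least 30% and at least 1% of replicates passing that level; inconclusive means only one of the two criteria is met; inactive means neither criterion is met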;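 further: 0% = median of the neutral control wells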
NR2E3 ag-2 = NR2E3 agonists in two-hybrid cells, primary screen, cell-based, luminescence, CHO-S, Gal4-NCOR/VP16-NR2E3 | AID 602229, 2012 | luciferase | inhibition of corepressor binding, % at 3.98 µM | 360,000 compounds, 0.35% hits;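 active means inhibition above the mean of all tested compounds plus 3 SD, cut at about 70% in these data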;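 further: 0% = DMSO with NR2E3 transfected cells and 100% = cells lacking NR2E3 construct; higher means lower luciferase signal from less NR2E3 corepressor binding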
aDG glyco up = activators of alpha-DG glycosylation, primary screen, uHTS, Pro5-aDG cells, AlphaScreen. AID 624168, 2012. alpha-DG glycosylation AlphaScreen (IIH6); 0% Pro5, 100% B10-LARGE cell signal. 360,000 compounds, 0.22% hits. activation, % at 10 µM;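 active means activation of at least 8% versus controls, or a plate z-score of at least 8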;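 further: Pro5 are CHO cells carrying HIG-tagged alpha-DG that lacks glycosylation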
* = called active by the depositor; ? = inconclusive; . = no result given.

SMILES	Vif inh	Exocytosis inh	HIF-2a block	NR2E3 ag-1	PDI inh	MITF TRPM1 inh	hiPSC survival	Peg3 promoter	CaV13 FRET inh	NR2E3 ag-2	aDG glyco up
COc1cc(/C=N/NC(=O)Cc2csc(C)n2)ccc1OCC(C)C	-4	-1	6	-5	12	-4	0.0	5	-5	-5	-0.5
CCOC(=O)c1nn(-c2ccc(F)cc2)c(=O)cc1OCC(=O)Nc1ccc(F)c(F)c1	4	1	16	-2	-4	10	-0.6	8	-3	3	0.6
CC(=O)Nc1ccc(S(=O)(=O)Nc2nc3c(s2)CCCC3)cc1	10	-1	-31	2	5	8	2.6	5	.	-20	-0.1
CC(=O)Nc1ccc(S(=O)(=O)N(Cc2ccco2)CC2CCCO2)cc1 (configuration not stated)	11	-2	16	0	1	0	-0.2	18	.	11	0.0
CC(=O)c1cn(C(=O)c2ccc(Cl)cc2)c2ccccc12	-8	0	18	1	-6	8	0.9	11	-18	15	0.1
CC(C)C[C@@H](CNCC(=O)[C@H](C)NC(=O)c1[nH]cnc1C(=O)N[C@@H](C)CN)NC(=O)c1nc[nH]c1C(=O)N[C@@H](CC(=O)O)C(=O)O	4	-2	0	.	1	1	2.1	-14	-8	-15	-0.1
COc1ccc2c3c(cccc13)OC2=O	12	10	6	0	8	-8	-0.4	8	-4	-5	0.0
Nc1ccc(-c2cnc3ccccc3n2)cc1	21	-3	-147	-4	-9	.	-0.7	-138	-67	-91	0.0
Cc1ccc(Cn2ccc(NC(=O)c3cc(CC(C)C)on3)n2)cc1	-6	-1	-69	1	.	.	1.5	-43	-3	-26	-0.2
C[C@@H]1CNC(=O)c2c(C(=O)NCC(=O)OC(C)(C)C)ncn21	2	1	8	.	-7	.	1.2	17	-5	1	-0.1
Cc1nonc1C(=O)N/N=C/c1cccc(O)c1	-6	-6	0	3	8	-19	-0.8	-7	-3	-9	-0.4
O=C(Nc1cccc(S(=O)(=O)N2CCOCC2)c1)c1ccccn1	-6	-3	-17	2	-4	7	0.4	0	-4	-8	-0.2
COC(=O)N/N=C/c1cccs1	-2	0	-1	1	-11	-8	-0.6	-2	-4	-14	-0.2
Cn1c(SCC(=O)N2CCCC2)nc2ccccc2c1=O	18	1	10	-1	-3	-3	1.0	14	-8	-9	-0.3
COCc1cccc(-c2csc(C(C)(O)c3ccc(OC)cc3)n2)c1 (configuration not stated)	-5	-5	-8	.	-22	.	-1.7	-14	-5	4	0.0

Copied from the results shown for reference:
SMILES	Vif inh	Exocytosis inh	HIF-2a block	NR2E3 ag-1	PDI inh	MITF TRPM1 inh	hiPSC survival	Peg3 promoter	CaV13 FRET inh	NR2E3 ag-2	aDG glyco up
Cn1c(SCC(=O)N2CCCC2)nc2ccccc2c1=O	18	1	10	-1	-3	-3	1.0	14	-8	-9	-0.3
COCc1cccc(-c2csc(C(C)(O)c3ccc(OC)cc3)n2)c1 (configuration not stated)	-5	-5	-8	.	-22	.	-1.7	-14	-5	4	0.0

(cont.)
SMILES	Vif inh	Exocytosis inh	HIF-2a block	NR2E3 ag-1	PDI inh	MITF TRPM1 inh	hiPSC survival	Peg3 promoter	CaV13 FRET inh	NR2E3 ag-2	aDG glyco up
O=C(O)CCC(=O)N(Cc1ccco1)C1CC(=O)N(c2ccccc2)C1=O (configuration not stated)	3	-4	18	-1	-1	5	0.8	21	5	-14	0.1
CC1=NN2C(=N)/C(=C\c3cc(C)n(Cc4ccccc4)c3C)C(=O)N=C2S1	-7	-5	17	-4	5	.	-0.6	12	-4	9	-0.1
CCCn1nnnc1NCc1ccccc1OCc1ccc(F)cc1	13	-4	8	7	-2	0	-1.8	28	-12	21	-0.2
N#Cc1ccc(S(=O)(=O)N2CCC(C(=O)N3CCN(Cc4ccc5c(c4)OCO5)CC3)CC2)cc1	-2	7	13	0	1	5	2.3	12	-7	42	0.2
Cc1ccc(S(=O)(=O)N2CCCCC2)cc1C(=O)NCCCN1CCOCC1	.	2	2	0	5	3	0.5	11	-6	20	-0.3
CC(=O)C1=C(C)NC(C)=C(C(C)=O)C1c1ccc(-c2ccccc2Cl)o1	-19	12	-22	.	4	-2	-0.6	-1	.	7	-0.3
O=C(O)c1cc(NC(=O)c2ccccc2[N+](=O)[O-])ccc1O	-8	-4	14	2	-1	-5	-2.4	4	5	-13	-0.1
CC1CCC(NC(=O)CN2C(=O)NC3(CCCCCC3)C2=O)CC1 (configuration not stated)	-4	7	6	3	-9	8	0.2	-2	-2	5	0.1
CC1=C(C(=O)Nc2ccccc2)C(c2ccccc2[N+](=O)[O-])NC(=O)N1 (configuration not stated)	-2	7	-21	-3	7	-1	-1.2	6	-8	-21	0.0
O=C(Nc1ccccc1)C1CCCN1C(=O)Nc1ccccc1[N+](=O)[O-] (configuration not stated)	-1	-4	27	-2	0	16	2.1	18	2	-14	-0.5
COc1ccc(C#Cc2cnc3c(c2)C(=O)N([C@H](C)CO)C[C@@H](C)[C@H](CN(C)C(=O)CN(C)C)O3)cc1	.	0	-1	.	3	.	-3.0	-34	-7	-5	0.1
CCC[C@@H]1CCCC/C=C\CCCC(=O)OCCN1C(=O)OC(C)(C)C	-2	-4	-3	0	2	-1	-3.5	-7	-10	3	0.1
CN1CCCC(C#CC(O)(c2ccccc2)c2ccccc2)C1 (configuration not stated)	4	1	15	3	3	-6	-0.9	-5	-3	13	0.0
COc1ccc(C(=O)NCc2ccc(C)cc2)cc1S(=O)(=O)N1CCCC1	?	-2	16	1	6	-8	-2.5	7	-2	8	0.1
COc1cccc(C(=O)NCCC2=CCCCC2)c1OC	-31	1	-186	-1	-2	-57	1.1	-241	-2	-84	-0.1
CC(C)NS(=O)(=O)c1ccc(OCC(=O)Nc2ccc(F)cc2F)cc1	-5	-2	-12	1	4	4	7.8	-5	-8	-1	-0.1
CCN(CC)C(=O)CC(c1cc(OC)c(OC)c(OC)c1)c1c(OC)cc(OC)c2ccc(=O)oc12 (configuration not stated)	4	-2	16	2	-3	.	-2.2	8	-6	-4	-0.1
Cn1c(=O)oc2cc(S(=O)(=O)Nc3ccccc3F)ccc21	1	-10	14	-3	0	-6	-0.5	6	-4	-28	-0.1
NC(=S)N/N=C/c1ccc(-c2ccc(SC(F)F)cc2)o1	3	53	-134	-4	-3	-12	-0.8	-58	-5	-28	0.3
O=C(c1ccc(S(=O)(=O)Nc2ccccc2)cc1)N1CCOCC1	-7	-2	1	2	-13	5	-1.8	17	0	-14	0.3
Cc1cc(NS(=O)(=O)c2ccc(NC(=O)CSc3nnc(-c4ccco4)n3N)cc2)nc(C)n1	0	-4	23	0	-2	-11	1.4	14	-4	-18	-0.1
COC(=O)c1sc(NC(=O)c2cc(-c3ccccc3)nc3ccccc23)c(C#N)c1C	-16	-2	-6	-1	15	46	0.1	35	-2	49	0.4
Cc1cccc(-n2nc3c(c2NC(=O)CCCl)CSC3)c1	-11	12	-3	4	10	20	-0.5	5	-1	-14	0.2
Cc1cc(=O)[nH]c(SCC(=O)Nc2nc3ccccc3s2)n1	-1	-1	-36	4	-9	0	-0.9	-15	4	-15	0.0
O=C1CSC(c2ccccn2)N1c1ccc(C(F)(F)F)cc1 (configuration not stated)	-3	4	15	-1	-1	-1	-0.8	7	-4	20	0.2
Cc1cccc2cc(CN(CCCN(C)C)C(=S)NCCc3ccccc3)c(=O)[nH]c12	-2	22	5	2	4	12	-0.9	41	4	-12	4.7*
COc1ccc(NC(=O)NNS(=O)(=O)c2ccc(OC)c(OC)c2)c(OC)c1	2	-8	6	5	-3	6	-0.3	15	.	1	-0.2
CCOC(=O)C1(Cc2cccc(Cl)c2)CCCN(C(=O)c2cc(C)n(C)n2)C1 (configuration not stated)	0	0	7	0	11	2	-0.6	13	-6	-3	0.2
Cn1nc(C(=O)OCC(=O)Nc2ccccc2OC(F)F)c2ccccc2c1=O	1	3	5	.	-1	1	-0.3	11	-2	-4	0.1
CN1CCn2cnc(C(=O)NCCCCCNC(=O)OC(C)(C)C)c2C1=O	6	-6	-7	.	-5	.	1.8	-21	-4	14	0.0
CC[C@@]1(C(=O)OC)N[C@H](CN(C)C(=O)c2ccc(C)cc2)[C@@H]2C(=O)N(Cc3ccccc3)C(=O)[C@@H]21	-3	1	-1	.	15	4	2.6	2	-5	1	0.1
O=C(Cc1ccccc1)N1CCN(C(=O)c2cccs2)CC1	5	0	4	3	6	1	0.2	4	.	8	0.2
O=C(NCCS(=O)(=O)c1ccc(Cl)cc1)c1ccc(F)cc1	1	1	9	0	-3	16	3.4	6	5	-6	-0.2
Cc1ccc(Oc2nnc(-c3ccccc3)c3ccccc23)cc1	1	5	-71	1	-1	-15	-1.3	2	-7	21	0.1
Cn1cc(CNC(=O)Nc2ccc3c(c2)OCO3)cn1	13	4	-97	-4	0	-3	-1.7	-34	-5	-18	0.0
CS(=O)(=O)c1ccc(Cl)c(NC(=O)COC(=O)COc2ccc3c(c2)CCC3)c1	14	-6	8	-4	3	8	0.1	9	-14	5	0.1
OCCNc1nc(OCC(F)(F)F)nc(N2CCN(C34CC5CC(CC(C5)C3)C4)CC2)n1	7	1	16	0	-7	-8	4.9	12	1	.	0.1
COc1ccc(/C(C)=N/Nc2ccc(C(=O)O)cc2)c(OC)c1	0	-14	-102	4	-13	-45	0.1	-180	-2	-32	0.4
Cc1cc(NC(=O)CSc2ccc3nnc(CCNC(=O)c4ccccc4)n3n2)no1	2	7	17	4	4	-3	-0.7	1	-7	16	0.0
O=C(Nc1ccc2c(c1)C(=O)NC2=O)c1cccc(C(F)(F)F)c1	12	1	8	1	-6	.	-0.3	-4	-7	-13	-0.1
COc1ccc(C(=O)Nc2c(N)nc(SCC(=O)N3CCC(C)CC3)[nH]c2=O)cc1OC	.	-1	12	1	.	.	4.0	2	-4	12	-0.1
Cc1n[nH]c(C)c1S(=O)(=O)N1CCCC(C(=O)NC2CCCCC2)C1 (configuration not stated)	8	-2	6	-1	.	-9	3.4	10	-2	-25	0.3
c1ccc(NCCCNc2ccccc2)cc1	7	2	-39	-2	1	-18	-5.7	-28	-4	-2	-0.3
COc1ccc(C2C(C(=O)N3CCC(C(N)=O)CC3)CC(=O)N2c2ccc(OC)cc2)cc1 (configuration not stated)	-1	-2	22	0	-3	0	-0.3	-7	0	10	-0.1
